Pin1 inh = inhibitors of human Pin1; Q13526; Pin1 FP peptide displacement, HiFluor488, 10 min; Potency, µM (doses to about 115 µM), without a hit: at the top dose activity, negative = inhibition, actives largely listed as inhibitors; actives 0.009% (n = 390,000); AID 504891; active = well fitted inhibition curve with a large enough effect in the polarisation, with a control signal flat, not every such curve was filed as active; inconclusive = small, poorly fitted or top-dose-only effect, or effect the other way, or a change in a side signal; inactive = no such curve, though single readings can be large or run the other way; the % refers to the polarisation; note: potency is the fitted concentration of half-maximal effect; % is set by controls: 0 for no effect and ±100 for the full control effect
Target sequence (Q13526 whole entry, looked up): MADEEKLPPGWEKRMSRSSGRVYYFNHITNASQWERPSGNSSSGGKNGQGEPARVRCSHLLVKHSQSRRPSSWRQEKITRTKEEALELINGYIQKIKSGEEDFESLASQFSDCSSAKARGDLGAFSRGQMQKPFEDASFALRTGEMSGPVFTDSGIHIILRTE
mIDH1 inhibitor = inhibitors of human mutant IDH1 R132H; IDH1-R132H enzyme, NADPH consumption, diaphorase/resazurin fluorescence; Potency, µM (series often up to 76.6 µM), inactives show at the highest dose activity change, negative = inhibition, actives largely listed as inhibitors; actives 0.093% (n = 390,000); AID 602179; note: potency is the fitted concentration of half-maximal effect; % is set by controls: 0 for no effect and ±100 for the full control effect; nearly all actives have a fitted effect of over 65% in size
Target sequence (O75874 whole entry R132H, stated change not applied): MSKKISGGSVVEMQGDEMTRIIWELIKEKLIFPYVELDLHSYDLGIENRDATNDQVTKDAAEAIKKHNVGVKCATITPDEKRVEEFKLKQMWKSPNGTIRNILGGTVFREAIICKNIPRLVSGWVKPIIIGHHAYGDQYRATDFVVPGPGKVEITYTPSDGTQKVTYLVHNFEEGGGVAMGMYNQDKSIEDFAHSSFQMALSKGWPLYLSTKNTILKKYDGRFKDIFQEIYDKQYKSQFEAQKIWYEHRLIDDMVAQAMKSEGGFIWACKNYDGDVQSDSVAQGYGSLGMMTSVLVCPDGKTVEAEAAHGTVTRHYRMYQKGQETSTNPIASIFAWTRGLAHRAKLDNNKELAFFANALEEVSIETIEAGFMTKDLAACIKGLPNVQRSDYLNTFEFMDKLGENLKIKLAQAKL
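IDH1-R132H (0.5 ug/mL dispensed) in pH 7.5 Tris buffer was preincubated 30 min with compound, then given a substrate mix of 0.016 mM NADPH and 2 mM alpha-KG for 80 min at room temperature; remaining NADPH was read by diaphorase/resazurin fluorescence.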
USP1 inh = blocks the human USP1/UAF1 deubiquitinase complex; recombinant USP1/UAF1, Ub-Rhodamine cleavage fluorescence; Potency, µM (series often up to 57.1 µM), without a hit: at the highest dose activity change, negative = inhibition, actives largely listed as inhibitors; actives 0.23% (n = 390,000); AID 743255; note: potency is the fitted concentration of half-maximal effect; % is set by controls: 0 for no effect and ±100 for the full control effect; nearly all actives have a fitted effect of over 60% in size; inactives centre near -12
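In this screen, compounds sit with the deubiquitinase complex (1nM) for 15 min at room temperature before Ub-Rho is added at 150nM final. Fluorescence rise is then followed for 6 reads every 60 seconds.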
GLS inh = blocks human kidney-isoform glutaminase activity; O94925; actives 0.21% (n = 410,000); Potency, µM (top dose mostly 45.5 µM), inactives show top-dose activity change, negative = inhibition, usual class: inhibitors; GLS enzymatic activity, qHTS titration; note: potency is the fitted concentration of half-maximal effect; % is set by controls: 0 for no effect and ±100 for the full control effect
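Enzyme dispensed in phosphate buffer (45 mM, pH 8.2, 0.02% Tween-20), compounds pinned in, then 1 mM L-glutamine solution and the glutamate oxidase–HRP–Amplex Red mix added; fluorescence read immediately and again after 30 min at room temperature.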
HP1b chromo inh = HP1-beta chromodomain-methylated histone interaction inhibition | P83916 | AlphaScreen HP1-beta / biotin-H3K9me3 peptide binding | Potency, µM (doses to about 114 µM), without a hit: at the top dose activity change, negative = inhibition, usual class: inhibitors | actives 0.56% (n = 390,000) | AID 540317; note: potency is the fitted concentration of half-maximal effect; nearly all actives have a fitted effect of over 70% in size; inactives centre near 23
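AlphaScreen: HP1-beta (50 nM) preformed 30 min with biotin-H3(1-18)K9me3 peptide (50 nM) in PBS pH 7.4, 0.01% Tween-20. Compound added for 30 min at RT, then streptavidin donor/nickel chelate acceptor beads (10 ug/mL) for 30 min.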
TrxR1 substrate = is turned over as a substrate by rat TrxR1; purified TrxR1 substrate turnover, NADPH consumption readout; actives 0.01% (n = 390,000); AID 588456; Potency, µM (highest dose often 114 µM), inactives show top-dose activity change, negative = substrate turnover; note: potency is the fitted concentration of half-maximal effect; % is set by controls: 0 for no effect and ±100 for the full control effect; nearly all actives have a fitted effect of over 50% in size
Target sequence (O89049 whole entry, looked up): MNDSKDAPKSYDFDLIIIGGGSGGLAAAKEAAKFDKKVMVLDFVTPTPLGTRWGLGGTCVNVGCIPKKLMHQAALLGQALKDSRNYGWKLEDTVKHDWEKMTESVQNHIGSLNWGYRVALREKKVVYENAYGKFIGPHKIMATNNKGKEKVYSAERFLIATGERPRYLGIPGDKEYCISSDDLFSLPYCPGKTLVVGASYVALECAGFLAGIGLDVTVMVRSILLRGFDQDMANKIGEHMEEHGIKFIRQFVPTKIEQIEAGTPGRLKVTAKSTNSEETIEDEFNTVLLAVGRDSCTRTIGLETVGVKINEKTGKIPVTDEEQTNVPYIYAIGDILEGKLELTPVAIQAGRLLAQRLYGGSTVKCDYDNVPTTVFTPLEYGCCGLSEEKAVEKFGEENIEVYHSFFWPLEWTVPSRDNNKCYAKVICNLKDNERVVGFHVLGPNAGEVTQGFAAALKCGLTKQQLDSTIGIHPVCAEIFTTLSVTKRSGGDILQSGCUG
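Rat TrxR1, dispensed at 90 nM, was prereduced with 400 uM NADPH (final) for 5 min at ~22 deg C, then incubated with compound 15 min before 400 uM selenite. A first-read NADPH fluorescence drop versus no-compound background flagged substrates.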
rTrxR1 inhibitor = inhibitors of rat thioredoxin reductase 1; O89049; recombinant rTrxR1, NADPH fluorescence consumption, selenite substrate; Potency, µM (highest dose often 114 µM), for the others: at the top dose activity change, negative = inhibition, hits mostly inhibitors; actives 1% (n = 390,000); AID 588453; note: potency is the fitted concentration of half-maximal effect; % is set by controls: 0 for no effect and ±100 for the full control effect; nearly all actives have a fitted effect of over 65% in size
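Rat TrxR1 (90 nM in the dispensed reagent) was pre-reduced with 400 uM NADPH for 5 min at room temperature, then incubated with compound for 15 min. After 400 uM selenite was added, NADPH fluorescence (Ex 340/Em 450 nm) was followed for 8 min.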
Tb PGK inh = blocks T. brucei phosphoglycerate kinase | P07378 | PGK/GAPDH coupled, Kinase-Glo luminescence, 60 min | Potency, µM (highest dose often 57.5 µM), for the others: at the highest dose activity change, negative = inhibition, usual class: inhibitors | actives 0.043% (n = 380,000); note: potency is the fitted concentration of half-maximal effect; % is set by controls: 0 for no effect and ±100 for the full control effect; nearly all actives have a fitted effect of over 60% in size
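Recombinant glycosomal PGK reaction used 1,3-bisphosphoglycerate generated in-well by GAPDH (100nM final) in 100mM TEA pH 7.6, 5mM MgCl2, 0.01% Tween-20. After 60 minutes at room temperature, ATP was read by Kinase-Glo Plus luminescence end-point.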
PI4K2A block = blocks human PI4K2A kinase activity; activity change, negative = inhibition, % at 76.9 µM; actives 0.13% (n = 420,000); Q9BTU6; purified PI4K2A, ADP-Glo luminescence, 1 h; active compounds read low; in the data active = activity change below about -50%; inconclusive = mostly about -30% to -49%;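 note: -100% = wells without enzyme as full effect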
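Compounds are screened against recombinant PI4K2A using PI as substrate and ATP, the latter dispensed at 300 microM. Reactions run one hour at ambient temperature before ADP-Glo detection; full inhibition defined by wells lacking enzyme.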
* marks the source's active call; other numbers are inactive results; i = inactive; ? = inconclusive; nt = no result given; [ ] = another dose, or the depositor's remark. Unless noted, calls come from the whole dose curve; as a rule, active = well fitted curve in the direction sought with a large enough effect; inconclusive = small, poorly fitted or top-dose-only effect, or another doubt; inactive = no such curve, though single readings can be large; an effect the other way counts as inactive or inconclusive.

Each structure is followed by: mIDH1 inhibitor | USP1 inh | Tb PGK inh | GLS inh | HP1b chromo inh | TrxR1 substrate | PI4K2A block | Pin1 inh | rTrxR1 inhibitor
> COc1ccc(S(=O)(=O)n2ccc(C(C)Oc3ccc(-c4ccccc4)c(F)c3)n2)cc1 (configuration not stated)
  9% | -23% | -2% | -7% | 76% | 15%[57.1 µM] | -3 | -1% | 26%[57.1 µM]
> CC(=O)c1ccc(NC(=O)CN2C(=O)NC3(CCc4ccccc43)C2=O)cc1 (configuration not stated)
  -14% | -6% | i | -2% | 28% | -1% | 0 | -8% | 20%
> COc1ccc(C2(O)C(=O)Nc3ccccc32)cc1 (configuration not stated)
  -3% | -14% | -1% | 0% | 1% | 12%[57.1 µM] | 12 | 3% | 15%[57.1 µM]
> Cc1nc(SCC(=O)NC(C)c2ccccc2)c2oc3ccccc3c2n1 (configuration not stated)
  -1% | -19% | -2% | -17% | 25% | -11% | 5 | 4% | -9%
> CCOc1ccc(CCNC(=O)Cn2nnc(-c3ccc(C(F)(F)F)cc3)n2)cc1OCC
  1% | -25% | -2% | -10% | 32% | -1% | -4 | 1% | 10%
> Cc1ccc(OCC(=O)NC(=S)Nc2cccc(NC(=O)c3ccccc3Cl)c2)cc1
  5% | -18% | -7% | -12% | 31% | -8% | 5 | 26% | -3%
> COn1c(-c2ccc(C)cc2)nc2ncccc21
  6% | ? | -6% | 2% | 44%[activator] | 4% | 3 | 20% | -6%
> Cc1cc(C)cc(Nc2c3c(nc4ncnn24)CCC3)c1
  12% | 2% | -1% | 30% | 41%[activator] | -23%[57.1 µM] | -12 | 2% | 10%[57.1 µM]
> CCOc1ccc(S(=O)(=O)NCc2ccc3c(c2)OCO3)cc1C(=O)O
  0% | -14% | i | -8% | 31% | -3% | 5 | 0% | 10%
> CC1CCCCC1n1c(=S)[nH]c2ccccc2c1=O (configuration not stated)
  3% | -17% | 5% | 1% | 17% | 5%[57.1 µM] | 0 | -7% | 17%[57.1 µM]
> COC(=O)c1ccccc1NC(=O)N1CCN(S(=O)(=O)c2ccc(Cl)cc2)CC1
  10% | -17% | i | -3% | 40% | 17%[57.1 µM] | 3 | 0% | 7%[57.1 µM]
> O=C(Nc1ccccc1)OCC1CCCO1 (configuration not stated)
  0% | -3% | 1% | 13% | -4% | 0% | -9 | -11% | 3%
> O=[N+]([O-])c1ccc(Sc2cccc3cccnc23)c2cccnc12
  28% | -18% | -6% | 4% | -5% | -1% | -2 | -11% | 14%
> Cc1ccc(NC(=S)NC(=O)/C=C/c2ccc(Cl)cc2)cc1
  4% | -15% | i | -6% | 7% | -8% | 2 | 5% | -6%
> COc1ccc(-c2nnco2)cc1OC
  -2% | 6% | -1% | 0% | 19% | -3% | 1 | 5% | 3%
> COc1cccc(C(=O)O/N=C/c2ccc(Sc3ccc(C)cc3)nc2)c1
  11% | 2% | 3% | 11% | 22% | 20%[57.1 µM] | 10 | 4% | 12%[57.1 µM]
> Cc1nc2ccc(NS(=O)(=O)c3c(C)c(C)cc(C)c3C)cc2s1
  0% | -13% | 4% | 11% | 50%[activator] | -1%[57.1 µM] | -3 | ? | 3%
> CCOc1cccc(/C=C/c2ccc3ccccc3n2)c1OC(C)=O
  5% | ? | -8% | 0% | 111%[activator] | 14%[57.1 µM] | -3 | 7% | 24%[57.1 µM]
> O=C(O)c1ccc(Cl)c(S(=O)(=O)NCc2ccco2)c1
  4% | 1% | -12% | 0% | 12% | 5% | 0 | -6% | 7%
> CCCn1c(SCC(=O)N2c3ccccc3Sc3ccccc32)nc2ccccc21
  -2% | -15% | -1% | 0% | 25% | -15% | -5 | 10% | -24%
> CCC(=O)N(CCC(c1ccccc1)c1ccc2c(c1)OCO2)Cc1ccc(OC(C)C)cc1 (configuration not stated)
  -3% | -17% | -1% | 4% | 19% | 0% | 0 | 8% | 18%
> CCOC(=O)c1nc2ccccc2c(C)c1C
  7% | -10% | i | -2% | 13% | -3% | -7 | -3% | 4%
> O=c1c2cnn(-c3ccccc3)c2ncn1Cc1ccccc1F
  20% | ? | -9% | 1% | 56%[activator] | 5% | -5 | -6% | 17%
> C/C(=N\NC(=O)c1ccn(C)n1)c1ccc(NC(=O)c2cccc(F)c2)cc1
  -13% | -20% | 0% | 8% | 22% | 3% | -5 | -1% | 11%
> Cc1ccccc1CC1C(=O)Nc2ccc(Br)cc21 (configuration not stated)
  nt | -18% | nt | 10% | -14% | -1% | 2 | 2% | 12%
> CCc1nc2c(n1O)CCc1nonc1-2
  2% | 0% | 1% | 0% | 25% | -3%[57.1 µM] | 1 | 2% | 12%
> CC(=O)NS(=O)(=O)c1ccc(NC(=O)c2cccc(OCc3c(C)noc3C)c2)cc1
  -3% | -1% | 0% | 0% | 6% | 1% | -1 | 6% | 11%
> CC(NC(=O)c1ccc2nc(Cc3cccc(Cl)c3)oc2c1)c1ccncn1 (configuration not stated)
  -8% | -28% | 8% | -2% | nt | nt | 3 | nt | nt
> COc1cc(C2=NOC(C(=O)Nc3ccc4c(c3)OCO4)C2)cc(OC)c1OC (configuration not stated)
  1% | -38% | 4% | 2% | 10% | 2% | -3 | 4% | 20%
> Cc1nc2ccc(S(=O)(=O)N(C)CC(=O)Nc3cccc(C(F)(F)F)c3)cc2s1
  nt | -25% | nt | -2% | 32% | 1% | 1 | 2% | 2%
> O=C(O)CCn1c(SCCOc2ccccc2)nc2ccccc21
  -7% | -14% | -10% | 2% | 23% | -3% | -3 | 6% | 22%
> CC1CCCC(C)N1/N=C/c1cccc(Br)c1 (configuration not stated)
  6% | -1% | 6% | 1% | -12% | 10%[57.1 µM] | -1 | 2% | 8%[57.1 µM]
> CNS(=O)(=O)c1cn(CC(=O)N2CCN(c3ccc(OC)cc3)CC2)cc1S(=O)(=O)NC
  34%[activator] | ? | i | 8% | 4% | 9% | 3 | 7% | 36%[activator]
> CN(CC(=O)NCc1ccc(F)cc1)S(=O)(=O)c1ccc2c(c1)n(C)c(=O)c(=O)n2C
  -2% | -28% | 3% | 0% | 33% | -4% | -2 | 0% | -9%
> O=C(NC1CCN(Cc2ccccc2)CC1)c1ccc(Cl)cc1Cl
  4% | -13% | -4% | 1% | 21% | -5% | -3 | -1% | 7%
> COc1ccc2oc(C(=O)N(CC(C)C)C3CCS(=O)(=O)C3)c(C)c2c1 (configuration not stated)
  8% | -20% | i | -5% | 3% | 4% | 0 | -2% | 11%
> COc1cccc(C(=O)N/N=C2\SCC(=O)N2Cc2ccc3c(c2)OCO3)c1
  5% | -18% | 1% | 13% | 11% | -5% | 1 | 4% | 20%
> CC1CCN(C(=S)c2cn(Cc3ccc(F)cc3)c3ccccc23)CC1
  -3% | -23% | -6% | -4% | -6% | -3% | 2 | -14% | 4%
> CCCN(Cc1ccco1)S(=O)(=O)c1ccc(OC)c(OC)c1
  13% | -19% | -10% | -1% | 29% | -2% | -4 | -8% | -1%
> Cc1c(C)c2c(OCC(=O)N3CCC(C(=O)NCC(C)C)CC3)cc3c(c2oc1=O)CCC(C)(C)O3
  -10% | -6% | 5% | 1% | 21% | 188%[activator] | 1 | 3% | -5%

For convenience, part of the list above:
Each structure is followed by: mIDH1 inhibitor | USP1 inh | Tb PGK inh | GLS inh | HP1b chromo inh | TrxR1 substrate | PI4K2A block | Pin1 inh | rTrxR1 inhibitor
> COc1ccc(S(=O)(=O)n2ccc(C(C)Oc3ccc(-c4ccccc4)c(F)c3)n2)cc1 (configuration not stated)
  9% | -23% | -2% | -7% | 76% | 15%[57.1 µM] | -3 | -1% | 26%[57.1 µM]
> CC(=O)c1ccc(NC(=O)CN2C(=O)NC3(CCc4ccccc43)C2=O)cc1 (configuration not stated)
  -14% | -6% | i | -2% | 28% | -1% | 0 | -8% | 20%
> COc1ccc(C2(O)C(=O)Nc3ccccc32)cc1 (configuration not stated)
  -3% | -14% | -1% | 0% | 1% | 12%[57.1 µM] | 12 | 3% | 15%[57.1 µM]
> Cc1nc(SCC(=O)NC(C)c2ccccc2)c2oc3ccccc3c2n1 (configuration not stated)
  -1% | -19% | -2% | -17% | 25% | -11% | 5 | 4% | -9%
> CCOc1ccc(CCNC(=O)Cn2nnc(-c3ccc(C(F)(F)F)cc3)n2)cc1OCC
  1% | -25% | -2% | -10% | 32% | -1% | -4 | 1% | 10%
> Cc1ccc(OCC(=O)NC(=S)Nc2cccc(NC(=O)c3ccccc3Cl)c2)cc1
  5% | -18% | -7% | -12% | 31% | -8% | 5 | 26% | -3%
> COn1c(-c2ccc(C)cc2)nc2ncccc21
  6% | ? | -6% | 2% | 44%[activator] | 4% | 3 | 20% | -6%
> Cc1cc(C)cc(Nc2c3c(nc4ncnn24)CCC3)c1
  12% | 2% | -1% | 30% | 41%[activator] | -23%[57.1 µM] | -12 | 2% | 10%[57.1 µM]
> CCOc1ccc(S(=O)(=O)NCc2ccc3c(c2)OCO3)cc1C(=O)O
  0% | -14% | i | -8% | 31% | -3% | 5 | 0% | 10%
> CC1CCCCC1n1c(=S)[nH]c2ccccc2c1=O (configuration not stated)
  3% | -17% | 5% | 1% | 17% | 5%[57.1 µM] | 0 | -7% | 17%[57.1 µM]

Only part of the results is shown (hit frequency here may not be typical).
